BAZ2B inh – inhibitors of human BAZ2B bromodomain | 4.4% of 360,000 active | Potency, µM (titrated, usually from 114 µM), without a hit: top-dose activity change, negative = inhibition, usual class: inhibitors | AlphaScreen BAZ2B-H3K14Ac peptide displacement | Q9UIF8; note: % is set by controls: 0 for no effect and ±100 for the full control effect; nearly all actives have a fitted effect of over 60% in size
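BAZ2B (50 nM) with biotin-H3(5-23)K14Ac peptide (50 nM) in PBS pH 7.4, 0.01% Tween-20, preformed 30 min, then compound 30 min at room temperature; top concentration 110uM. AlphaScreen streptavidin donor/nickel chelate acceptor beads (10 ug/mL final), 20 min dark, signal read.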
G9a inh – blocks human histone lysine methyltransferase G9a; G9a H3K9 monomethylation, AlphaScreen, 2 h; AID 504332; 8.8% of 350,000 active; Potency, µM (doses to about 102 µM), for the others: top-dose activity, negative = inhibition, most hits filed as inhibitors; Q96KQ7; note: % is set by controls: 0 for no effect and ±100 for the full control effect; nearly all actives have a fitted effect of over 75% in size
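Readings reflect AlphaScreen signal from monomethyl-H3K9 antibody detection. HMT at 20 nM; substrate b-H3K9 500 nM; cofactor SAM 20 uM; 2 h RT reaction; compounds tested as titrations in qHTS with 15 min preincubation.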
BLM helicase inh – blocks DNA unwinding by human BLM helicase | AID 2528 | 0.2% of 350,000 active | Potency, µM (doses to about 56.1 µM), for inactives: at the highest dose activity change, negative = inhibition, most hits filed as inhibitors | recombinant BLM DNA unwinding, fluorescence dequenching;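 note: plate controls were vehicle for no effect and no enzyme for full effect; nearly all actives have a fitted effect of over 35% in size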
Pol kappa inh – blocks human DNA polymerase kappa activity; 0.53% of 400,000 active; purified Pol kappa, fluorescent DNA synthesis assay, 10 min; AID 588579; Q9UBT6; Potency, µM (doses to about 107 µM), for inactives: top-dose activity, negative = inhibition, hits mostly inhibitors; note: % is set by controls: 0 for no effect and ±100 for the full control effect
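First, compounds were pin-transferred onto 10 nM Pol kappa. After 15 min at room temperature, substrate was added to 50 nM final. Fluorescence was then measured kinetically at 0 and 10 min.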
APEX1 inh – inhibitors of human APE1 endonuclease. 0.35% of 350,000 active. Potency, µM (series often up to 65.8 µM), without a hit: top-dose activity change, negative = inhibition, hits mostly inhibitors. P27695. recombinant APE1, TAMRA/BHQ-2 abasic DNA cleavage fluorescence;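 note: plate controls were vehicle for no effect and reference inhibitor for full effect; nearly all actives have a fitted effect of over 55% in size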
Target sequence (P27695 whole entry, looked up): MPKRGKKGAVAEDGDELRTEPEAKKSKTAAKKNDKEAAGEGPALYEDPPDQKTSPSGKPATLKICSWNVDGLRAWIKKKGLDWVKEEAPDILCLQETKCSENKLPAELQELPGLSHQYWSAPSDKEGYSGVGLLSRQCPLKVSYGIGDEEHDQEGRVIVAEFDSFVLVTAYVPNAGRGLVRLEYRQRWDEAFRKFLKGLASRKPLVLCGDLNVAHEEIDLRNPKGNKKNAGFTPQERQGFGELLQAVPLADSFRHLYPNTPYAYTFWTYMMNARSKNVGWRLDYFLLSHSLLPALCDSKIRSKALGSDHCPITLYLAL
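Measures dequenching upon AP-site incision of a 5'-TAMRA/3'-BHQ-2 THF-containing duplex, 50 nM; human APE1 0.75 nM after 15 min room-temperature exposure to compound; kinetic three-point read at one-minute spacing.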
POLI inh – blocks human DNA polymerase iota activity; Potency, µM (doses to about 115 µM), inactives show top-dose activity, negative = inhibition, actives largely listed as inhibitors; 1% of 390,000 active; AID 588590; Pol iota fluorescent replication assay, 10 min
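Fluorescent replication assay read twice, at 0 min and 10 min after adding 50 nM (final) substrate. Enzyme (10 nM) and compounds were first incubated 15 min at room temperature; enzyme-free buffer wells were negative controls.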
Pol eta inh – blocks human DNA polymerase eta activity. recombinant Pol eta, fluorescent DNA replication assay. Potency, µM (doses to about 114 µM), for the others: at the top dose activity change, negative = inhibition, usual class: inhibitors. 1.2% of 390,000 active. AID 588591; note: % is set by controls: 0 for no effect and ±100 for the full control effect
Target sequence (Q9Y253 whole entry, looked up): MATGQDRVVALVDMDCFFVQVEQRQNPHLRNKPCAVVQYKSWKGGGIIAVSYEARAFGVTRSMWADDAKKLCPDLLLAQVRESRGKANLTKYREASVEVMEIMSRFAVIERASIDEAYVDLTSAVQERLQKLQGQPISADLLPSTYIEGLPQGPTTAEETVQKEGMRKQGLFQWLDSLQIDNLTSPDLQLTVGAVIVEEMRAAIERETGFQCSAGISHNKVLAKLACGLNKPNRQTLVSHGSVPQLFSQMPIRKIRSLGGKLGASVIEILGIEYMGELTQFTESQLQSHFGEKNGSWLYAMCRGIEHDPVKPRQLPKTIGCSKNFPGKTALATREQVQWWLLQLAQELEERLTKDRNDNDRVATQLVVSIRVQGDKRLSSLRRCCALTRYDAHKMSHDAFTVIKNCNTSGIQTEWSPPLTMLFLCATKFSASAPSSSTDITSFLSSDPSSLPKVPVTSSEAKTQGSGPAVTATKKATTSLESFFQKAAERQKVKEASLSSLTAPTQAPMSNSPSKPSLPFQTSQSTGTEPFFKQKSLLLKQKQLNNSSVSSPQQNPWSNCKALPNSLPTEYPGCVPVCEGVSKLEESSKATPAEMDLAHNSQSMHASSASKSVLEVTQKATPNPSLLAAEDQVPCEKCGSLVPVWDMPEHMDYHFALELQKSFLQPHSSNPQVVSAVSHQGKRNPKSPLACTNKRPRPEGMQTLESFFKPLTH
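Pol eta (10 nM) was preincubated with compounds for 15 min at room temperature, after which fluorescent replication substrate (50 nM final) was added to start the reaction. Fluorescence was read kinetically at 0 and 10 min.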
POLB inh – blocks human DNA polymerase beta activity; P06746; Pol beta primer extension/strand displacement, fluorescence kinetic; Potency, µM (titrated, usually from 114 µM), without a hit: at the highest dose activity change, negative = inhibition, hits mostly inhibitors; 1.3% of 340,000 active; note: % is set by controls: 0 for no effect and ±100 for the full control effect
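10 nM enzyme + cpd, 15 min RT; start with substrate 50 nM final; read 0 min and after 10 min RT. Corrected, normalized data; 4-parameter Hill curve fit.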
Anesthetic bind – binds horse apoferritin like a general anesthetic; P02791; apoferritin/1-aminoanthracene competitive binding, fluorescence; Potency, µM (series often up to 77.5 µM), for the others: at the top dose activity change, negative = displacement, actives largely listed as inhibitors; 0.074% of 350,000 active; note: % is set by controls: 0 for no effect and ±100 for the full control effect; nearly all actives have a fitted effect of over 20% in size
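In PBS, apoferritin at 10 uM is loaded with 1-AMA from a 50% saturated solution. After 10 min of compound exposure at ambient temperature, reduced 535 nm fluorescence indicates probe displacement.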
Starred values were filed as active, the others as inactive; ? = inconclusive; · = not tested or not shown; [ ] = dose if it differs, or a comment. Calls come from the whole dose curve; as a rule, active = well fitted curve in the direction sought with a large enough effect; inconclusive = small, poorly fitted or top-dose-only effect, or another doubt; inactive = no such curve, though single readings can be large; an effect the other way counts as inactive or inconclusive. Potency is the fitted concentration of half-maximal effect. An excerpt; rates above refer to the full screens.

The opening 2 compounds, ahead of the listing:
| molecule | BAZ2B inh | G9a inh | BLM helicase inh | Pol kappa inh | APEX1 inh | POLI inh | Pol eta inh | POLB inh | Anesthetic bind |
| --- | --- | --- | --- | --- | --- | --- | --- | --- | --- |
| Cc1ccc(OCC(=O)c2ccc(Cl)s2)c([N+](=O)[O-])n1 | 50µM* | 50µM* | -27% | ? | ? | ? | ? | 25µM* | -19% |
| COc1ccc(CNC(=O)N2CCc3ccccc3C2)cc1Cl | 1% | -44%[2.33 µM] | -4% | 5% | 47%[activator] | 17% | -7% | 0% | -11% |

The whole of this part, from the start:
| molecule | BAZ2B inh | G9a inh | BLM helicase inh | Pol kappa inh | APEX1 inh | POLI inh | Pol eta inh | POLB inh | Anesthetic bind |
| --- | --- | --- | --- | --- | --- | --- | --- | --- | --- |
| Cc1ccc(OCC(=O)c2ccc(Cl)s2)c([N+](=O)[O-])n1 | 50µM* | 50µM* | -27% | ? | ? | ? | ? | 25µM* | -19% |
| COc1ccc(CNC(=O)N2CCc3ccccc3C2)cc1Cl | 1% | -44%[2.33 µM] | -4% | 5% | 47%[activator] | 17% | -7% | 0% | -11% |
| CCNC(=O)COC(=O)c1cc(-c2ccc(OC)cc2)nc2ccccc12 | 8% | 45%[12.7 µM] | 1% | -33% | -2% | 39%[activator] | -15% | 1% | 3% |
| Cn1c2ccccc2c2cnn(CC(=O)Nc3ccc(F)cc3F)c(=O)c21 | -22% | 16% | -3% | 7% | 4% | 20% | -24% | 1% | -6% |
| CCOc1ccc(S(=O)(=O)N2CCCCC2)c(C)c1C | 30% | 245%[activator] | -5% | -4% | 0% | 37%[activator] | -22% | 1% | -20% |
| O=C(CN1CCN(c2ccccc2O)CC1)Nc1ccnn1C1CCCC1 | -5% | -2%[2.33 µM] | · | -10% | 8% | -3% | -5% | · | · |
| COC(=O)C(CC(=O)c1ccc(Cl)cc1)c1ccc(C(C)C)cc1 (centres undefined) | 67%[activator] | 61%[activator][59 µM] | -1% | -8% | 0% | -3% | -23% | 8% | -15% |
| O=C(CC1SC(N2CCCCC2)=NC1=O)Nc1ccc(C(=O)NCCc2ccc(F)cc2)cc1 (centres undefined) | 10% | 8%[12.7 µM] | · | -12% | -10% | -7% | 3% | · | · |
| Cc1cnc(NC(=O)CSc2ccccc2)s1 | 0% | -6%[59 µM] | -2% | -5% | -1% | ? | -3% | 3% | ? |
| CS(=O)(=O)N(CCc1ccccc1)CC(=O)NCc1ccc(Cl)cc1 | 3% | 10% | -5% | -5% | 4% | 102%[activator] | -18% | 10% | -15% |
| CCOc1ccc(NC(=O)c2sc3nc(N4CCOCC4)c4c(c3c2N)CCCC4)cc1 | -17% | ? | -1% | -16% | 17% | 32%[activator] | 3% | 28% | 0% |
| O=[N+]([O-])c1cccc(Cl)c1NCCNS(=O)(=O)c1ccccc1 | ? | 10%[2.33 µM] | -3% | -6% | 6% | 8% | -16% | 21% | ? |
| Cc1ccc(C)c(NC(=O)CSc2nc(C)cc(C)c2C#N)c1 | 2% | 26%[59 µM] | -9% | -10% | -3% | 22% | -7% | 1% | -7% |
| Cc1ccc(-c2csc(NC(=O)CCNC(=O)c3ccccc3Cl)n2)cc1 | -24% | -15%[59 µM] | -7% | 5% | -10% | -11% | -17% | 5% | -20% |
| Cc1nc(NC(=O)c2ccco2)sc1C(=O)Nc1ccc(Br)cc1 | -5% | · | -13% | -8% | -1% | -17% | -2% | ? | ? |
| COc1ccccc1C(=O)N/C(=C\c1ccc(Br)cc1)C(=O)NCCO | 7% | -27% | -2% | 0% | -3% | 0% | -2% | 4% | -9% |
| CCOC(=O)C1=C(C)NC(=O)/C1=C\N(C)C | -19% | ? | -1% | -10% | -3% | 65%[activator] | -12% | ? | -1% |
| COC(=O)c1ccccc1SC1CC(=O)N(c2cccc(C)c2)C1=O (centres undefined) | -1% | 45µM* | -3% | -1% | -6% | 26% | -18% | -7% | -9% |
| CC(=O)c1cccc(N(CC(=O)Nc2ccc(F)cc2)S(C)(=O)=O)c1 | 4% | 10%[59 µM] | 1% | -12% | 0% | 24% | -16% | -8% | -2% |
| Cc1cc(=O)oc2c(C)c(OCC(=O)NCC3CCC(C(=O)O)CC3)ccc12 (centres undefined) | 8% | · | 1% | -9% | 11% | -10% | 3% | 23% | -3% |
| CCC(CC)=N/N=C/c1c(O)n(CC)c2cc(C3=NNC(=O)CC3)ccc12 | -28% | 3.5µM* | -16% | -16% | ? | 17% | ? | -24% | -16% |
| Cc1cccc(CSCC(=O)NCc2ccc(S(N)(=O)=O)cc2)c1 | · | -47% | -3% | -5% | -4% | 202%[activator] | -21% | 1% | -12% |
| OC(COc1ccccc1)CN1CCCCCC1 (centres undefined) | -12% | -36% | -2% | -2% | -2% | 24% | 12% | 10% | -9% |
| COc1ccc(-c2noc(CN(C)C(=O)CCN3C(=O)[C@H]4CC=CC[C@H]4C3=O)n2)cc1 | -2% | 7%[0.0925 µM] | 0% | -9% | -9% | 18% | 1% | -15% | -24% |
| Cc1ccc(NC(=O)CSc2nn(-c3ccc(Cl)cc3)c(=S)s2)cc1S(=O)(=O)N(C)C | -11% | -4%[59 µM] | -11% | -4% | -4% | -18% | -20% | -22% | 2% |
| CCN1CCc2c(OCC(=O)Nc3cccc(C)c3)cccc2C1=O | -11% | 12% | 0% | -5% | -1% | 57%[activator] | -8% | 3% | -16% |
| Cc1ccc(S(=O)(=O)Cn2nnnc2C(CC(C)C)N2CCN(C(=O)c3ccco3)CC2)cc1 (centres undefined) | -11% | ? | -4% | -8% | -4% | -16% | ? | 3% | -8% |
| O=C(c1ccc(Cn2ccc([N+](=O)[O-])n2)cc1)N1CCN(Cc2ccccc2)CC1 | -13% | · | -3% | 0% | -5% | 126%[activator] | -19% | 3% | 4% |
| CCCc1nnc(NC(=O)CCC(=O)N2CCN(c3ccccn3)CC2)s1 | -10% | 104%[activator][59 µM] | -1% | -1% | 5% | 4% | -6% | 11% | -13% |
| N#CC1(NC(=O)COC(=O)Cn2[nH]c(=O)c3ccccc3c2=O)CCCCC1 | -5% | -7%[2.33 µM] | · | 3% | 21% | 7% | -15% | · | · |
| COc1ccc(CCNC(=O)CC2SC(=NCCC(C)C)NC2=O)cc1OC (centres undefined) | 4% | 3%[59 µM] | 1% | -2% | 3% | 19% | -13% | 2% | 6% |
| CC(=O)Nc1ccc(NC(=O)Cc2ccc(F)cc2)cc1 | -14% | · | -1% | · | 10% | · | · | 25% | -15% |
| CCN(CC)S(=O)(=O)c1ccc(N2CCOCC2)c(NC(=O)c2ccc(F)cc2)c1 | -7% | 9% | -1% | 3% | 16% | 99%[activator] | -21% | 2% | -8% |
| COc1ccc(C)cc1NC(=S)N1CCOCC1 | -3% | 26% | -7% | 1% | 7% | 95%[activator] | -20% | 15% | -23% |
| N#C/C(=C/c1ccc(Sc2nc3ccccc3[nH]2)o1)c1cccc(Br)c1 | 8% | ? | -9% | -11% | -2% | 2% | -16% | -5% | 66%[activator] |
| Cc1ccc(Cn2ccc(NC(=O)c3cc(-c4ccc5c(c4)OCO5)on3)n2)cc1 | -26% | -28% | 0% | -5% | -12% | 7% | -12% | ? | -10% |
| CCN(C(=O)c1sc2nc3n(c(=O)c2c1C)CCCC3)c1ccccc1F | -3% | 13µM* | 0% | -10% | · | 65%[activator] | 3% | -3% | · |
| Cc1c(NS(=O)(=O)N2CCCC2)c(=O)n(-c2ccccc2)n1C | 1% | 4%[59 µM] | -1% | -1% | -1% | 5% | 1% | 28% | -11% |
| CC(=O)N1CCN(C(=O)COc2ccc3oc4c(c3c2)CCCC4)CC1 | -2% | -41% | · | -8% | 14% | 10% | -21% | · | · |
| O=C(O)Cn1c(COc2ccc(Cl)cc2)nc2ccccc21 | 0% | · | -6% | 5% | -3% | -16% | -16% | -14% | -1% |
| CCOc1ccc(N=Nc2c(C)noc2C)cc1 | ? | ? | -7% | -8% | 8% | 0% | -7% | 39% | -15% |
| CC1=C(C(=O)OCC(C)C)C(c2ccc(F)cc2)NC(=O)N1 (centres undefined) | 8% | 14%[59 µM] | -1% | 3%[60.1 µM] | 0% | -11% | -1% | -10% | -19% |
| CC1(C)CC(=O)C=C(NCC(O)c2ccccc2)C1 (centres undefined) | 5% | · | 1% | -1% | 0% | -29% | -14% | 2% | -2% |
| COc1ccc(/C=N/n2cnnc2SCc2ccccc2)cc1 | 2% | -3% | -4% | -6% | 25% | 10% | -12% | ? | ? |
| COC(=O)c1cccc(S(=O)(=O)N2CCC(c3nc4ccccc4o3)CC2)c1 | -3% | -12%[59 µM] | 5% | -1% | 6% | 9% | 8% | 1% | -5% |
| CCOC(=O)c1c(S(=O)(=O)N2CCCC(C(=O)N3CCN(c4ccc(F)cc4)CC3)C2)c(C)n(C)c1C (centres undefined) | -18% | 0%[59 µM] | -5% | -9%[60.1 µM] | · | 5% | 0% | -10% | -14% |
| COc1ccc(CNC(=O)Cn2c(=O)n(CC(=O)N3CCCCC3)c(=O)c3sccc32)cc1 | -23% | 35%[activator] | -6% | 2% | 71%[activator] | -19% | 0% | 1% | -14% |
| O=c1c2ccccc2nc2oc3ccccc3n12 | 5% | 25µM* | 0% | 2% | 12% | 34% | -10% | 5% | -3% |
| Cc1cccc(NC(=O)CNC(=O)c2cccc(-n3cccc3)c2)c1C | 14µM* | 35µM* | · | 32µM* | 1.9µM* | 7.9µM* | 3.2µM* | · | · |
| O=C(CSc1ncn[nH]1)c1cc2ccccc2o1 | -8% | 2% | 0% | -6% | -2% | 47%[activator] | -2% | 33% | -22% |
| CCN(CC)CCNC(=O)CCCCn1c(=S)[nH]c2c([nH]c3ccc(OC)cc32)c1=O | ? | 13µM* | -12% | -20% | -4% | 36%[activator] | -15% | 1% | -11% |

For reference, two of the compounds above:
| molecule | BAZ2B inh | G9a inh | BLM helicase inh | Pol kappa inh | APEX1 inh | POLI inh | Pol eta inh | POLB inh | Anesthetic bind |
| --- | --- | --- | --- | --- | --- | --- | --- | --- | --- |
| COc1ccc(CCNC(=O)CC2SC(=NCCC(C)C)NC2=O)cc1OC (centres undefined) | 4% | 3%[59 µM] | 1% | -2% | 3% | 19% | -13% | 2% | 6% |
| CC(=O)Nc1ccc(NC(=O)Cc2ccc(F)cc2)cc1 | -14% | · | -1% | · | 10% | · | · | 25% | -15% |
